Source: PubChem (National Center for Advancing Translational Sciences (NCATS))
FUS suppressor: qHTS for Suppressors of FUS Proteinopathy: Primary screen using FUS-linked yeast assay; 0.24% of 390,000 active; S. cerevisiae FUS-expressing, growth rescue, OD600, 24 h; Potency, µM (top dose mostly 76.6 µM), for the others: at the highest dose growth rescue (activation), actives largely listed as activators;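 also: potency is read from the fitted curve at half-maximal effect; plate controls were DMSO vehicle for no effect and reference control for full effect; nearly all actives have a fitted effect of over 55% in size; some results filed as inactive show a strong effect at the top dose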
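Absorbance at 600 nm, taken 24hr after compound addition, measured rescue of FUS-yeast growth at 30C. Induction used 2% galactose with seeding at OD 0.005. Controls: CP55940 from 92uM final, DMSO only.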
PLK1 PBD inh: qHTS for Inhibitors of PLK1-PDB (polo-like kinase 1 - polo-box domain): Primary Screen; Potency, µM, inactives show max response, negative = inhibition, most hits filed as inhibitors; 2.8% of 360,000 active; AID 720504, 2013; Plk1 PBD binding of FITC phosphopeptide, fluorescence polarization; Serine/threonine-protein kinase PLK1 (Homo sapiens), P53350; also: potency is read from the fitted curve at half-maximal effect; series mostly up to about 57 µM; % is scaled to controls: 0 for no effect and ±100 for the full control effect; nearly all actives have a fitted effect of over 65% in size
EPAC1 agonist: qHTS for Agonist of cAMP-regulated guanine nucleotide exchange factor 3 (EPAC1): primary screen | EPAC1 agonist qHTS, biochemical assay; response scale: 100% = response to 6.5 mM cAMP | Rap guanine nucleotide exchange factor 3 (Homo sapiens), O95398 | 0.073% of 360,000 active | Potency, µM (top dose mostly 154 µM), without a hit: top-dose activation, actives largely listed as activators; also: potency is read from the fitted curve at half-maximal effect; nearly all actives have a fitted effect of over 60% in size
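Multi-concentration qHTS readout: loss of Rap1B-bound BODIPY-GDP fluorescence driven by 100 nM EPAC1 with excess GDP (50 uM), monitored kinetically at room temperature; agonist response expressed relative to 6.5 mM cAMP.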
WRN helicase inh: qHTS for Inhibitors of WRN Helicase; Bifunctional 3'-5' exonuclease/ATP-dependent helicase WRN (Homo sapiens), Q14191; 0.46% of 360,000 active; WRN helicase unwinding, fluorescent forked duplex, kinetic; AID 651768, 2012; Potency, µM (titrated, usually from 114 µM), for the others: top-dose activity change, negative = inhibition, most hits filed as inhibitors; also: potency is read from the fitted curve at half-maximal effect; % is scaled to controls: 0 for no effect and ±100 for the full control effect; nearly all actives have a fitted effect of over 55% in size
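Kinetic fluorescence helicase assay: unwinding of a quenched forked DNA duplex (100 nM final) with 2 mM ATP final raises red fluorescence (525/598 nm). Compounds sat 15 min at room temperature with 20 nM WRN beforehand.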
IL2 activator: qHTS of IL-2 Activators. AID 652025, 2013. IL-2 activation reporter assay, cell-based qHTS; stimulated with anti-CD3/CD4/CD28 beads; in transgenic mouse T cells. activation, % (series mostly up to about 46 µM). 0.065% of 360,000 active; in the data active = activation above about 50%; inconclusive = mostly about 30% to 49%; also: 0% is about no effect
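Readout is EGFP and DsRed signal by fluorescent plate cytometry after 18 h at 37 degrees C. Transgenic mouse T cells (750/well) received compound for 60 min before bead stimulation (anti-CD3, anti-CD4, anti-CD28); memory T cells served as non-tolerant control.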
EPAC1 antag: qHTS for Antagonist of cAMP-regulated guanine nucleotide exchange factor 3 (EPAC1): primary screen. Rap guanine nucleotide exchange factor 3 (Homo sapiens), O95398. EPAC1 GEF assay, Rap1b-BODIPY-GDP exchange fluorescence. Potency, µM (top dose mostly 115 µM), for the others: top-dose activity change, negative = inhibition, most hits filed as inhibitors. 0.14% of 360,000 active;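 also: potency is read from the fitted curve at half-maximal effect; plate controls were vehicle for no effect and positive control for full effect; nearly all actives have a fitted effect of over 50% in size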
PI5P4Ka inh: qHTS for Inhibitors of phosphatidylinositol 5-phosphate 4-kinase (PI5P4K); Phosphatidylinositol 5-phosphate 4-kinase type-2 alpha (Homo sapiens), P48426; max response, %; PI5P4Kalpha enzyme, ADP-Glo luminescence, 60 min; active compounds read low; 1.2% of 330,000 active; active = max response of -50% or lower; inconclusive = between -30% and -50%; inactive = -30% or higher; also: value at the top dose of about 77 µM; % is scaled to controls: 0 for no effect and ±100 for the full control effect
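Enzyme plus substrate dispensed, test compounds pinned in, then ATP (5 microM final) added. After 60 min at RT, ADP-Glo reagent 1 for 45 min and reagent 2 for 30 min preceded luminescence imaging.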
aSyn yeast inh: qHTS of alpha-syn Inhibitors | Yeast expressing alpha-synuclein, growth rescue, BacTiter-Glo, 24 h | Potency, µM (top dose mostly 46.1 µM), for inactives: at the highest dose growth rescue (activation), hits mostly activators | 0.14% of 370,000 active; also: potency is read from the fitted curve at half-maximal effect; % of control where 0% means no effect; nearly all actives have a fitted effect of over 65% in size
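Rescue of yeast growth: cells expressing toxic alpha-synuclein, induced in galactose at OD600 0.02, incubated with compound 24 h at 30 C. ATP luminescence quantified growth; inhibitors of toxicity appear as activators.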
Abeta rescue: qHTS for compounds that reverse cellular toxicity of Amyloid beta (A-beta) peptide in yeast: Primary Screen; yeast expressing A-beta42, growth rescue, OD600, 48 h; response scale: 0% DMSO, 100% iron-clioquinol control; Potency, µM (highest dose often 46.1 µM), inactives show at the highest dose growth rescue, usual class: activators; 0.063% of 410,000 active; AID 1347071, 2019; also: potency is read from the fitted curve at half-maximal effect; nearly all actives have a fitted effect of over 55% in size
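Yeast growth medium received pinned compounds, then yeast cells expressing toxic A-beta were added; plates incubated at 30 C for 48 hr. Growth read as absorbance at 600 nm, normalized to DMSO and equimolar FeCl3 plus clioquinol controls.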
Starred values were filed as active, the others as inactive; ? = inconclusive; nt = not tested or not shown; & = joins results of further samples; [ ] = dose if it differs, or a comment. Unless noted, calls follow the shape of the dose curve; as a rule, active = well fitted curve in the direction sought with a large enough effect; inconclusive = small, poorly fitted or top-dose-only effect, or another doubt; inactive = no such curve, though single readings can be large; an effect the other way counts as inactive or inconclusive.

Order of values – FUS suppressor	EPAC1 agonist	EPAC1 antag	aSyn yeast inh	PLK1 PBD inh	PI5P4Ka inh	Abeta rescue	IL2 activator	WRN helicase inh
> O=C(Nc1c2c(nn1-c1ccc(F)cc1)CS(=O)(=O)C2)c1ccc(Br)o1
  28%	-4%	-2%	-5%	0%	-1	-13%	-2.2	-1%
> Nc1ncnc2c1ncn2CCc1ccccc1
  -4%	9%	8%	3%	0%	-2	2%	0.8	-3%
> O/N=C\c1cccn1-c1ccc(Br)cc1
  12%	2%	3%	5%	-16%	-5	22%	-2.3	-33%[57.1 µM]
> COc1cc2nc(=S)n3[nH]c(CCn4c(C)nc5ccccc54)nc3c2cc1OC
  19%	-4%	0%	-2%	-11%	-11	-5%	-2.9	-15%
> C=CCOC(=O)/C(=C/c1cccnc1)NC(=O)c1ccccc1
  -4%	10%	-11%	-2%	-3%	5	3%	0.0	-1%
> O=C(CN1C(=O)c2ccccc2C1=O)NCc1ccc(N2CCOCC2)cc1
  22%	-11%	1%	1%	4%	1	1%	0.6	-3%
> Cc1ccc(NC(=O)C2CCN(S(=O)(=O)c3cnc[nH]3)CC2)cc1C
  12%	-2%	4%	-4%	-9%	-8	5%	0.6	5%
> COC(=O)c1cccc(-n2c(CCC(=O)O)ccc2-c2cccs2)c1
  17%&18%	5%	-17%	11%	?	0	-8%&2%	-1.7	-4%
> O=C1C(NS(=O)(=O)c2cccs2)=C(N2CCN(c3ccccc3)CC2)C(=O)c2ccccc21
  7%	0%	6%	0%	-3%	5	-9%	-0.4	-5%
> CC(=O)N1CCc2cc(S(=O)(=O)CCC(=O)Nc3ccc4c(c3)OCCO4)ccc21
  27%	0%	8%	3%	-1%	-3	29%	-1.1	0%
> Cn1c(CCc2ccccc2)nnc1SCC(=O)N1CCOCC1
  26%	6%	-2%	-2%	-8%	nt	0%	-3.1	10%
> O=c1nc2ccccc2c2n1CC(CN1CCN(c3ccc(F)cc3)CC1)N2 (stereo not drawn)
  -21%	-3%	2%	-3%	-7%	13	-6%	-0.6	1%
> CCCn1c(=O)c2[nH]cnc2n(-c2ccc(Cl)cc2)c1=O
  -13%	-1%	7%	1%	6%	2	-9%	-0.2	-11%
> C=CC[n+]1cccc(-c2cc3ccc(C)cc3[nH]2)c1
  15%	0%	8%	-6%	-11%	3	0%	-0.2	-8%
> CN(C)CCCNC(CC(=O)Nc1cccc([N+](=O)[O-])c1)C(=O)O (stereo not drawn)
  nt	-6%	7%	-1%	-7%	5	0%	-0.1	-1%
> COc1cc(OC)cc(C(=O)NC2CCN(Cc3nnnn3Cc3cccs3)CC2)c1
  7%	2%	5%	nt	2%	-2	22%	-2.0	-8%
> c1ccc(Cn2nnnc2C(c2ccccn2)N2CCOCC2)cc1 (stereo not drawn)
  -7%	0%	1%	-12%	2%	nt	7%	-0.5	-6%
> CCCNC(=O)C1(C)CCN(Cc2ccc(OCc3ccccc3)cc2)C1 (stereo not drawn)
  -4%	1%	-10%	-2%	-13%	-2	4%	-1.0	6%
> O=C(Nc1ccccc1Cl)c1cc(C2CCCCN2C(=O)OCCF)on1 (stereo not drawn)
  25%	11%	-7%	-2%	-10%	-3	-3%	0.1	-1%
> COc1ccc(/C=C/c2c(-c3cccc(C)c3)oc3ccc(N4CCOCC4)cc23)cc1
  17%	-20%	-9%	-1%	0%	17	-20%	0.7	-9%
> COC(=O)c1[nH]c2c(c1C)C(=O)CC(c1cccc(OC)c1)C2 (stereo not drawn)
  58%	-1%	1%	-1%	-4%	-6	0%	-5.4	-15%
> O=C(O)c1cc(S(=O)(=O)N(Cc2ccccc2)c2cccc(C(F)(F)F)c2)ccc1Cl
  -13%	-4%	-7%	2%	?	3	-10%	0.7	4%
> C=CC[C@H](CC(=O)NCCO)C(=O)NCCOC(=O)[C@@H](CC=C)Cc1ccc(F)cc1
  4%	-21%	3%	0%	-3%	4	-8%	0.5	1%
> O=C1c2cccnc2C(=O)N1Cc1ccc(S(=O)(=O)NCc2ccco2)s1
  30%	-16%	10%	-4%	-10%	-5	-2%	-3.3	1%
> CCn1nnc2cc(C(=O)NCC(c3ccccc3OC)N(C)C)ccc21 (stereo not drawn)
  -24%	-3%	-9%	7%	-16%	1	-17%	-4.1	11%
> O=C(COC(=O)c1cc(S(=O)(=O)N2CCCCC2)ccc1N1CCOCC1)NC1CCCCC1
  5%	-7%	-1%	-6%	-1%	-2	14%	-1.4	-1%
> CON(C)C(=O)/C=C/c1ccc([B-](F)(F)F)cc1
  -23%	-3%	12%	-15%	-1%	-1	4%	0.2	2%
> Cn1cnc2c(cnn2-c2ccccc2)c1=O
  6%	6%	-1%	-1%	-21%	-12	-11%	0.4	13%
> CN(Cc1nc2ccccc2c(=O)[nH]1)c1ccccc1
  nt	6%	14%	1%	-2%	3	-4%	3.5	-2%
> CC(=O)n1cc(/C=N/NC(N)=S)c2ccccc21
  -6%	-1%	-20%	-14%	-10%	-3	-10%	0.4	-8%

Overlap with the part before: 7 entries, followed by the next part.
Order of values – FUS suppressor	EPAC1 agonist	EPAC1 antag	aSyn yeast inh	PLK1 PBD inh	PI5P4Ka inh	Abeta rescue	IL2 activator	WRN helicase inh
> O=C1c2cccnc2C(=O)N1Cc1ccc(S(=O)(=O)NCc2ccco2)s1
  30%	-16%	10%	-4%	-10%	-5	-2%	-3.3	1%
> CCn1nnc2cc(C(=O)NCC(c3ccccc3OC)N(C)C)ccc21 (stereo not drawn)
  -24%	-3%	-9%	7%	-16%	1	-17%	-4.1	11%
> O=C(COC(=O)c1cc(S(=O)(=O)N2CCCCC2)ccc1N1CCOCC1)NC1CCCCC1
  5%	-7%	-1%	-6%	-1%	-2	14%	-1.4	-1%
> CON(C)C(=O)/C=C/c1ccc([B-](F)(F)F)cc1
  -23%	-3%	12%	-15%	-1%	-1	4%	0.2	2%
> Cn1cnc2c(cnn2-c2ccccc2)c1=O
  6%	6%	-1%	-1%	-21%	-12	-11%	0.4	13%
> CN(Cc1nc2ccccc2c(=O)[nH]1)c1ccccc1
  nt	6%	14%	1%	-2%	3	-4%	3.5	-2%
> CC(=O)n1cc(/C=N/NC(N)=S)c2ccccc21
  -6%	-1%	-20%	-14%	-10%	-3	-10%	0.4	-8%
> COc1ccccc1CCN1CCCC(CN(C)CC(C)(C)CO)C1 (stereo not drawn)
  11%	3%	-13%	-12%	-4%	8	4%	-1.4	4%
> CC/C=C/C(=O)N1CC2(CC(c3cccc(NC(=O)c4ccccc4)c3)=NO2)C[C@@H]1C(N)=O (stereo partly drawn)
  8%	11%	2%	3%	-6%	1	-11%	-0.4	-4%
> Cc1c(Cc2ccc3c(c2)OCO3)sc(NC(=O)c2ccccc2)c1C(N)=O
  6%	-3%	-23%	4%	?	-5	1%	-1.8	-29%
> CCC(=O)N(Cc1cc2ccccc2[nH]c1=O)c1ccc(OC)cc1
  -14%	6%	27%	3%	-1%	-6	-13%	-0.7	6%
> COc1ccccc1N(CC(=O)NCCSC(C)(C)C)S(C)(=O)=O
  9%	-17%	13%	-2%	-5%	nt	-20%	-2.7	-15%[57.1 µM]
> Fc1ccc(/C=N/N2CCOCC2)c(F)c1
  -39%	-2%	-11%	1%	-5%	4	4%	1.5	-6%
> O=C(c1cccc(S(=O)(=O)N2CCN(c3ccc(F)cc3)CC2)c1)N1CCCC(C(F)(F)F)C1 (stereo not drawn)
  ?	0%	?	-12%	-7%	-2	-67%[inhibitor]	-4.6	3%
> CC(Sc1ncc(C(F)(F)F)cc1Cl)C(=O)NCC1CCCO1 (stereo not drawn)
  7%	-1%	-16%	-2%	-21%	0	-8%	0.1	2%
> O=C(NC(=S)Nc1ccc(Cl)c(C(=O)O)c1)c1cncc(Br)c1
  -8%	11%	9%	-1%	-11%	-12	16%	-0.1	-8%
> Cc1ccc(-c2c(C#N)c(N)n(-c3ccccc3)c(=O)c2C#N)cc1
  nt	-1%	3%	0%	3%	10	10%	-0.1	-8%
> Cc1nn(C)cc1/C=N/O
  2%	-10%	-4%	0%	-4%	nt	18%	0.3	2%
> CC(C)(C)C(=O)NCCCNc1ccc([N+](=O)[O-])cc1
  8%	-2%	10%	5%	0%	-3	4%	2.0	0%
> O=C(Nc1ccc(Cc2ccncc2)cc1)C1CCC(N2C(=O)C3C4C=CC(C4)C3C2=O)CC1 (stereo not drawn)
  ?	-5%	-1%	-4%	-4%	nt	12%	1.8	-2%
> COc1ccc2ccccc2c1C1CC(=O)N2CN(C)CSC2=C1C#N (stereo not drawn)
  40%	2%	7%	3%	7.5µM*	-84*	16%	-1.8	-30%
> O=C(Nc1ccc(-c2cnco2)cc1)c1ccccc1
  6%	12%	12%	-7%	-11%	-2	9%	0.1	7%
